Assay outcomes: PubChem BioAssay, several laboratories
V-ATPase pH – yeast V-ATPase proton transport regulation by pHLuorin. S. cerevisiae, pHLuorin cytosolic pH fluorescence. response, % at 10 µM. 0.37% of 350,000 active. AID 504577; in the data active = response mostly above about 7.3%, no sharp cut-off; inactive = mostly below about 5.4%; also: actives read high; inactives centre near 0; some compounds called inactive have numbers as strong as hits; reference of the scale not given here
HTR5A ag ctr – HTR5A agonism, opioid heterodimer counter-screen; HTR5A agonist assay, luminescence, cell-based; P47898; activation, % at 9.3 µM; AID 504692; 0.61% of 340,000 active; in the data active = activation mostly above about 9.5%, no sharp cut-off; inactive = mostly below about 7.6%;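 also: 0% = cells with vehicle only and 100% = reference agonist; strong numbers were not always called active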
MOR-DOR inv ag – inverse agonists of human mu-delta opioid receptor heterodimerization; P35372+P41143; cell-based MOR-DOR heterodimer luminescence, inverse agonism; inhibition, % at 9.3 µM; 0.21% of 340,000 active; in the data active = inhibition above about 22%, passing the limit was not always enough;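 also: 0% = cells with DMSO and 100% = wells without cells with DMSO; values of inactives mirror those of a sister screen read the other way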
Target sequence (P35372 whole entry, looked up): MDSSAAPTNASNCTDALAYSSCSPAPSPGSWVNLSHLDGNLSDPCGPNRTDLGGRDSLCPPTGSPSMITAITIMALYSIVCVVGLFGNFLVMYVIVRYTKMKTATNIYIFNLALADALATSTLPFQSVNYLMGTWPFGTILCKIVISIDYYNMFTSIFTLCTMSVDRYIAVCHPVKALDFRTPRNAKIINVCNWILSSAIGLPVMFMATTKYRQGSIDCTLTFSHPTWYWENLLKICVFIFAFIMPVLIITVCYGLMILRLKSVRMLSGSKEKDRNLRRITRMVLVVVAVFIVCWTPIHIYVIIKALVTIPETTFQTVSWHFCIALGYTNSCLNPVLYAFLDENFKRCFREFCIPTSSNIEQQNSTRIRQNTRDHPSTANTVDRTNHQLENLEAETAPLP
Target sequence (P41143 whole entry, looked up): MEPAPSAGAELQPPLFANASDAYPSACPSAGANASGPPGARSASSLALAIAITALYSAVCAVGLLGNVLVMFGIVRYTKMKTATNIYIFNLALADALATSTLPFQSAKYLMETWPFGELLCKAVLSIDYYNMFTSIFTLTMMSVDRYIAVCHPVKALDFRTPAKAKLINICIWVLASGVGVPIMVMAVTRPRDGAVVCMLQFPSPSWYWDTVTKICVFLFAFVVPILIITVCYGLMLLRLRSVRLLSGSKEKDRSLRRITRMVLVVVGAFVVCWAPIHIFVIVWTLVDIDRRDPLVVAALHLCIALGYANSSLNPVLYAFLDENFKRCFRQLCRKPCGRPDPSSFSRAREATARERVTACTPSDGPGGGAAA
LANA DNA inh – KSHV C-LANA DNA binding inhibition; inhibition, % at 9 µM; MBP-C-LANA/FAM-LBS DNA binding, fluorescence polarization; 0.078% of 340,000 active;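 active = highest replicate inhibition at or above 60% at 9 µM, even if other replicates fall short; inactive = all replicates below 60% inhibition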;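 also: 0% = neutral control wells and 100% = 4 µM acridine orange control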
Keap1 Nrf2 FP – disrupts human Keap1 binding to Nrf2 peptide | Q14145 | Keap1 Kelch-Nrf2 peptide fluorescence polarization, 1536-well | inhibition, % at 9.4 µM | 0.15% of 340,000 active; in the data active = inhibition above about 12%;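 also: human Keap1 Kelch domain with fluorescein labeled Nrf2 9mer peptide probe; 0% = neutral control wells and 100% = peptide positive control; higher means more block of Keap1 binding to Nrf2 peptide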
CAL PDZ FP – inhibitors of human CAL PDZ peptide binding | purified CAL PDZ, TMR-peptide fluorescence polarization, 1 h | inhibition, % at 24.9 µM | 0.92% of 300,000 active;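 active = mean inhibition of at least 30% with at least half of replicates also reaching 30%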;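 also: 0% = DMSO neutral control and 100% = excess unlabeled competitor peptide PRC23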
OPRM1-OPRD1 ag – agonists of human mu-delta opioid receptor heterodimerization. AID 504326. P35372+P41143. activation, % at 9.3 µM. cells, OPRM1-OPRD1 heterodimerization, luminescence. 0.3% of 340,000 active; in the data active = activation above about 18%;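 also: 0% = vehicle-treated cells and 100% = reference agonist; values of inactives mirror those of a sister screen read the other way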
RTF Ca sens inh – cardiac RTF calcium desensitization; P19429+P45379; 0.12% of 340,000 active; IANBD-labeled cardiac RTF, Ca2+ fluorescence; inhibition, % at 7.15 µM; AID 493244;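 active = inhibition above the mean inhibition of all tested compounds plus 3 SD, cut at about 17% in these data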;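 also: assay run at fixed EC70 calcium of 1.6 mM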
HTR5A inv ag – counter-screen for OPRM1-OPRD1 inverse agonists: human HTR5A inverse agonism | P47898 | HTR5A cell line, luminescence | inhibition, % at 9.3 µM | 0.083% of 340,000 active | AID 504634; in the data active = inhibition mostly above about 23%, no sharp cut-off; inactive = mostly below about 18%;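 also: 0% = cells with DMSO and 100% = no-cell wells with DMSO; some compounds called inactive have numbers as strong as hits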
RTF Ca sens act – increases calcium sensitivity of human cardiac regulated thin filaments; IANBD-labeled TnC RTF fluorescence at EC20 calcium; 0% EC20 calcium, 100% full calcium; 0.24% of 340,000 active; activation, % at 7.2 µM; P19429+P45379;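 active = activation above the mean over all tested compounds plus 3 SD, cut at about 30% in these data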;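 also: rise in fluorescence read as greater calcium sensitivity of cardiac thin filaments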
Numbers without * were called inactive; i = inactive; . = no result given; & = joins results of further samples.

1: Cc1c(C(=O)N2CCC(C)CC2)sc2ncnc(N(C)c3ccccc3)c12
2: O=C(O)c1cc(-c2ccc3c(c2)OCCO3)n[nH]1
3: O=C(NCC(=O)N(c1cccc(F)c1)C(C(=O)NC1CCCC1)c1cccnc1)c1cccs1 (configuration not stated)
4: Oc1ccc(Cl)cc1CNCc1ccc(C(F)(F)F)cc1
5: O=C(NNC(=O)c1csc(N2CCOCC2)n1)c1cccnc1
6: Cc1cc(=O)[nH]c(-c2ccccc2OC(F)(F)F)n1
7: CC(C)CC(C(=O)O)N1C(=O)C2C3CC(C2C1=O)C1C(c2ccccc2)c2sc(=O)[nH]c2SC31 (configuration not stated)
8: COc1cccc(C(=O)N2CCN(CCCc3ccccc3)CC2)c1OC
Screen / compound no.,1,2,3,4,5,6,7,8
V-ATPase pH,7,-5,-2,6,5,0,0,-2
HTR5A ag ctr,-2,4,5,6,13,0,0,-6
MOR-DOR inv ag,-2,15,14,-17,-8,10,5,-7
LANA DNA inh,-1.4,1.0,-0.6,-0.8,-2.5,1.2,-1.7,1.2
Keap1 Nrf2 FP,-6,4,3,0,0,1,-12,-5
CAL PDZ FP,.,-1,.,-6,-4,.,0,-2
OPRM1-OPRD1 ag,0.3,-2.8,-2.8,3.1,1.3,-2.0,-1.1,1.2
RTF Ca sens inh,-1,-5,-4,-5,-3,-1,-16,-7
HTR5A inv ag,30,-10,6,2,-40,-15,-5,14
RTF Ca sens act,-2,3,2,-4,-1,5,4,2

9: Cc1ccc(OCC(=O)Nc2ccc(N(C)C)cc2)cc1
10: COc1ccc(CCNC(=O)c2ccc(Cl)c(S(=O)(=O)N3CCCC3)c2)cc1
11: N#Cc1ccc(CSc2nnc(NC(=O)C3CC(=O)N(c4ccc5c(c4)OCCO5)C3)s2)cc1 (configuration not stated)
12: Cc1cs/c(=N\N=C2CCCCC2)n1Cc1ccco1
13: N/C(=N\OC(=O)c1ccccc1Cl)c1cccc([N+](=O)[O-])c1
14: CCCNc1c(F)c(F)c2c(C)c3ccccc3nc2c1F
15: COc1ccc(C2SCC(=O)N2c2nc3ccccc3s2)cc1 (configuration not stated)
16: CCOC(=O)Cc1csc(NC(=O)c2ccc3ncsc3c2)n1
Screen / compound no.,9,10,11,12,13,14,15,16
V-ATPase pH,-4,0,.,-2,-1,-2,0,-1
HTR5A ag ctr,0,-7,-1,-2,1,-1,4,-3
MOR-DOR inv ag,-3,-7,9,5,-28,-14,-37,10
LANA DNA inh,0.1,1.3,12,0.8,0.3,2.3,1.8,1.4
Keap1 Nrf2 FP,2,-6,-1,-5,-1,4,-4,-5
CAL PDZ FP,-2,-1,-18,5,-3,3,-1,-4
OPRM1-OPRD1 ag,0.6,1.8,-1.3,-0.9,5.6,2.4,6.0,-1.8
RTF Ca sens inh,-13,-4,-26,-3,10,-48,-6,-2
HTR5A inv ag,18,17,14,5,-4,-57,6,11
RTF Ca sens act,-1,1,-7,6,-4,36*,-1,-3

17: CCCCNC(=O)CCCCC(=O)N/N=C/c1cccc(Cl)c1
18: CCOC(=O)c1c(C)[nH]c(N=Nc2cccc(C)c2)c1C
19: O=S(=O)(Nc1nc(CN2CCOCC2)nc2sc3c(c12)CCCC3)c1cc(F)ccc1F
20: Cc1cc(C)cc(N(C(C)C(=O)N2CCOCC2)S(C)(=O)=O)c1 (configuration not stated)
21: O=C(O)/C(=C\c1ccccc1OC(F)F)c1ccc(-c2ccccc2)cc1
22: Cc1ccc(NC(=S)NC(NC(=O)N(C)C)C(Cl)(Cl)Cl)cc1 (configuration not stated)
23: O=[N+]([O-])c1ccccc1N/N=C/c1ccc2c(c1)OCO2
24: Cc1ccccc1Nc1nc(N)nc(COC(=O)[C@@H](NC(=O)c2c(F)cccc2F)C(C)C)n1
Screen / compound no.,17,18,19,20,21,22,23,24
V-ATPase pH,-1,0,2,0,2,2,0,-4
HTR5A ag ctr,0,0,1,.,-1,1,-1,-1
MOR-DOR inv ag,2,-8,9,.,0,18,0,-4
LANA DNA inh,-1.5,1.0,1.2,0.7,0.0,0.1,-3.5,0.8
Keap1 Nrf2 FP,-6,2,-6,3,-3,-1,-4,4
CAL PDZ FP,-3,-2,0,3,-2,-3,-2,0
OPRM1-OPRD1 ag,-0.4,1.5,-1.7,.,0.1,-3.5,0.1,0.7
RTF Ca sens inh,4,-7,-9,.,-2,-3,-5,-6
HTR5A inv ag,21,-9,13,.,1,11,1,-2
RTF Ca sens act,10,-1,1,.,-6,2,0,-6

25: COc1ccc(OC)c(NC(=O)CSc2nnc(CNC(=O)c3cc(OC)c(OC)c(OC)c3)o2)c1
26: O=C(NC1CCCC1)C1CCCN1S(=O)(=O)c1cccc2cccnc12 (configuration not stated)
27: N#Cc1nccnc1N1CCN(C(=O)Nc2ccccc2)CC1
28: Cc1ncc(CO)c2cc(C(N)=O)c(=Nc3ccccc3)oc12
29: CC(=O)Nc1ccc(SCC(=O)OCC(=O)NC(=O)NCCC(C)C)cc1
30: Cc1ccc(-n2c(C)cc(C(=O)CN3CCOCC3)c2C)cc1
31: COc1ccc(C(=O)COC(=O)c2cnc(C)cn2)cc1OC
32: Cc1cccc(C)c1NC(=O)CNC(=O)c1cncc(Br)c1
Screen / compound no.,25,26,27,28,29,30,31,32
V-ATPase pH,-3,-5,-1,-2,7,1,-5,1
HTR5A ag ctr,5,6,-2,2,2,-2,-3,-3
MOR-DOR inv ag,6,0,9,7,22,2,21,-17
LANA DNA inh,0.0,-0.7,-0.2,-0.9,1.0,1.9,1.3,-0.2
Keap1 Nrf2 FP,2,4,0,2,-1,-2,1,-2
CAL PDZ FP,-2,.,-5,-7,-5,-4,.,.
OPRM1-OPRD1 ag,-1.2,0.0,-1.6,-1.1,-4.3,-0.4,-4.0,2.7
RTF Ca sens inh,-11,-2,3,-2,-2,10,8,-4
HTR5A inv ag,-12,-17,-32,-2,-6,4,9,-7
RTF Ca sens act,-3,-2,6,0,-2,4,-5,0

33: Cc1ccc(C(=O)NNC(=O)C2CCN(c3nccc(C)n3)CC2)cc1
34: COc1ccc(-c2cc(C(F)(F)F)nc(N3CCOCC3)n2)cc1
35: Cn1nnnc1SCC(=O)N1CCOCC1
36: Cc1ccc(C(=O)OC(C)CN2CCOCC2)cc1 (configuration not stated)
37: COc1ccccc1CNC(=O)c1cnccn1
38: O=C(Nc1ccc2c(c1)C(=O)NC2=O)c1ccc(S(=O)(=O)N2CCCC2)cc1
39: COc1ccc(C(CNC(=O)c2cc(SC)ccc2Cl)N(C)C)cc1 (configuration not stated)
40: CSc1nc2c(cnn2-c2ccc(C)c(C)c2)c(=O)[nH]1
Screen / compound no.,33,34,35,36,37,38,39,40
V-ATPase pH,-3,-5,-4,0,-4,-3,0,-2
HTR5A ag ctr,-8,-3,5,-2,1,3,6,4
MOR-DOR inv ag,16,-24,8,11,-2,6,i,11
LANA DNA inh,-0.4,0.3,1.4,-2.0,0.0,0.0,0.2,-1.5
Keap1 Nrf2 FP,3,2,-2,-1,1,-3,-3,-1
CAL PDZ FP,-3,-2,.,70*,.,.,-5,.
OPRM1-OPRD1 ag,-2.9,4.6,-1.4,-2.4,0.4,-1.1,104*,-1.9
RTF Ca sens inh,-2,-6,-1,-4,-6,-5,4,-9
HTR5A inv ag,20,9,-13,4,10,-8,-18,-13
RTF Ca sens act,-3,-1,9,-3,1,2,5,-6

Record cards, as listed above.
Record of `COc1ccc(-c2cc(C(F)(F)F)nc(N3CCOCC3)n2)cc1` = V-ATPase pH: -5; HTR5A ag ctr: -3; MOR-DOR inv ag: -24; LANA DNA inh: 0.3; Keap1 Nrf2 FP: 2; CAL PDZ FP: -2; OPRM1-OPRD1 ag: 4.6; RTF Ca sens inh: -6; HTR5A inv ag: 9; RTF Ca sens act: -1
Record of `COc1ccccc1CNC(=O)c1cnccn1` = V-ATPase pH: -4; HTR5A ag ctr: 1; MOR-DOR inv ag: -2; LANA DNA inh: 0.0; Keap1 Nrf2 FP: 1; CAL PDZ FP: .; OPRM1-OPRD1 ag: 0.4; RTF Ca sens inh: -6; HTR5A inv ag: 10; RTF Ca sens act: 1
Record of `CSc1nc2c(cnn2-c2ccc(C)c(C)c2)c(=O)[nH]1` = V-ATPase pH: -2; HTR5A ag ctr: 4; MOR-DOR inv ag: 11; LANA DNA inh: -1.5; Keap1 Nrf2 FP: -1; CAL PDZ FP: .; OPRM1-OPRD1 ag: -1.9; RTF Ca sens inh: -9; HTR5A inv ag: -13; RTF Ca sens act: -6

Next structures follow.
41: COc1ccc(CNc2ccc3c(c2)ncn3-c2ccccc2OC)cc1
42: COc1ccc(C)cc1NC(=O)C(C)N(c1ccc(C)cc1)S(C)(=O)=O (configuration not stated)
43: Cc1ccc(C(=O)Nc2cccc([N+](=O)[O-])c2)cc1S(=O)(=O)Nc1cccc(C(=O)O)c1
44: COc1cccc(NC(=O)Cn2c(CCC(=O)O)ccc2-c2ccc(C)cc2)c1
45: O=C(Nc1nc(-c2ccncc2)cs1)c1ccco1
46: CCOc1cc(N2CCOCC2)c(OCC)cc1NC(=O)CSc1nnc(N)s1
47: COC(=O)c1cc2c(ccn2-c2ccc(F)cc2)n1Cc1ccc(OC)cc1
48: Cc1nc2nc[nH]n2c(=O)c1NC(=O)CC12CC3CC(CC(C3)C1)C2
49: COC(=O)CN(C(=S)Nc1ccccc1)C1CC(=O)N(c2ccc(OC)cc2)C1=O (configuration not stated)
50: COc1ccc(S(=O)(=O)N2CN3CCN(C3)C2)cc1OC
Screen / compound no.,41,42,43,44,45,46,47,48,49,50
V-ATPase pH,2,0,9,-2,0,1,-3,5&-2,10,-3
HTR5A ag ctr,4,0,3,3,4,4,7,2&-2,2,0
MOR-DOR inv ag,0,9,4,8,10,-20,-13,8&13,7,8
LANA DNA inh,1.4,-0.2,2.3,-1.6,0.0,-2.0,2.3,-1.4&-0.8,3.6,-1.1
Keap1 Nrf2 FP,-2,3,5,-2,2,0,4,5&-1,3,1
CAL PDZ FP,2,-8,-1,.,5,10,-1,-3,-4,-2
OPRM1-OPRD1 ag,0.0,-1.7,-0.6,-1.6,-1.7,4.0,2.4,-1.8&-2.2,-1.3,-1.7
RTF Ca sens inh,-2,2,-10,1,-2,-2,14,7&0,-3,-1
HTR5A inv ag,-10,-58,-7,-41,18,-15,15,20&7,28,-1
RTF Ca sens act,1,-7,1,-4,-10,1,2,-9&0,4,1
